FLuc modulator – counter-screen for miR-21 project: firefly luciferase inhibitors or activators. P08659. purified FLuc, Km substrates, luminescence inhibition. Potency, µM (highest dose often 57.5 µM), without a hit: at the top dose activity change, negative = inhibition, actives largely listed as inhibitors. hit rate 6.9% among 360,000. AID 588342; active = well fitted inhibition curve with a large enough effect; inconclusive = small, poorly fitted or top-dose-only effect;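 also: plate controls were vehicle for no effect and reference inhibitor for full effect; nearly all actives have a fitted effect of over 55% in size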
Target sequence (P08659 whole entry, looked up): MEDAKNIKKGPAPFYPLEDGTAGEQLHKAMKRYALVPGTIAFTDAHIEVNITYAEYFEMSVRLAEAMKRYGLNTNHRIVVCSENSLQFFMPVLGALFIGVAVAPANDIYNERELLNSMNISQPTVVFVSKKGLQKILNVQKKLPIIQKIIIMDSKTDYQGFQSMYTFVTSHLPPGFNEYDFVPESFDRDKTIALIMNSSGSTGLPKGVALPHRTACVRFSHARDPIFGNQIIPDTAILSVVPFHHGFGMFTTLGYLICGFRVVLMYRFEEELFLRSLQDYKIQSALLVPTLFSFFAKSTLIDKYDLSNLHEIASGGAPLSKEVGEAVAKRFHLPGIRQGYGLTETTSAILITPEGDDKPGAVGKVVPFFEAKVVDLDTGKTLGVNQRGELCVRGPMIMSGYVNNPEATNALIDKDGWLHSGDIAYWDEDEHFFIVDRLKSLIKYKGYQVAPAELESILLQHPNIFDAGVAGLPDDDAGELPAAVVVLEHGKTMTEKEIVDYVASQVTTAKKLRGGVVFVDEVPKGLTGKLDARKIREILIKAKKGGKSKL
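Biochemical qHTS of compounds, final roughly 60 µM downward over six points, against 10 nM purified firefly luciferase using Km concentrations of substrates (10 uM D-luciferin, 10 uM ATP) in Tris acetate pH 7.5 buffer; luminescence output.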
An asterisk follows results filed as active; ? = inconclusive. Potency is read from the fitted curve at half-maximal effect. This is a subset; the hit share may differ from the screen's.

SMILES	FLuc modulator
N#Cc1ccc(OC(=O)c2cc(-c3ccc(Cl)cc3)on2)cc1	-19%
NCCCCCc1nnc(SCc2ccc(F)cc2)o1	-4%
COc1ccc(-n2c(CC3C(=O)Nc4ccc(C)cc43)nc3ccccc3c2=O)cc1 (configuration not stated)	3%
CSc1nc(Nc2cccc(C)c2)c(C#N)c(-c2ccccc2)n1	0%
CCn1c(CNC(=O)C23CC4CC(CC(C4)C2)C3)nnc1SCC(=O)Nc1ccc(C)cc1	-11%
Cc1ccc(NC(=O)Cn2cc(C(=O)C3CC3)c3ccccc32)cc1C	0%
Cc1cc(C)c2sc(NC(=O)c3ccc(S(=O)(=O)N4CCCC4)cc3)nc2c1	-2%
Cc1cccc(NC(=O)Nc2nnc(N(C)C3CCCCC3)s2)c1C	-14%
Cc1ccc(NC(=O)C2CCN(S(=O)(=O)c3c(C)noc3C)CC2)c(C)c1	-2%
CCC1CCCCN1CCCNC(=O)c1[nH]c2ccccc2c1Sc1ccc(Cl)cc1 (configuration not stated)	-3%
CCn1cc2nc(SCc3ccccc3)n(Cc3ccc(C)cc3)c(=O)c2n1	-2%
CCCCN(CCCC)CCNC(=O)c1cc(-c2cccnc2)nc2ccc(S(=O)(=O)N3CCC(C)CC3)cc12	-1%
O=C(Cc1cccs1)NC1CC(=O)N(c2ccccc2)C1 (configuration not stated)	-1%
COc1ccc(-c2cc(-c3ccc(C)cc3)nc3c2COc2ccccc2-3)cc1	?
Cc1ccc2nc(-c3ccc(O)cc3)c(Nc3ccc(Cl)cc3)n2c1	-11%
COc1cccc(NC(=O)C(=O)NCCc2sc(-c3cccc(C)c3)nc2C)c1	?
COc1ccc(-c2noc(-c3cc(-c4ccc(F)cc4)n[nH]3)n2)cc1	4%
CCNC(=O)c1c2c(nc3ccccc13)C(=O)N(C1CCCCC1)C2	-3%
Cc1ccc(NC(=O)C(=O)NCC(c2ccc3c(c2)OCO3)N2CCN(C)CC2)c(C)c1 (configuration not stated)	-1%
O=C(CCn1cnc2ccccc2c1=O)NCc1ccccc1	-4%
COc1ccccc1C1Nc2c(sc3nc(C)cc(C)c23)C(=O)N1c1ccccc1 (configuration not stated)	?
COc1ccc(CNC(=O)c2cc3sccc3n2Cc2ccc(F)cc2)cc1	-8%
COCCNC(=O)CCCn1c(SCc2ccccc2Cl)nc2c(sc3ccccc32)c1=O	2%
Cc1ccc(N(C)S(=O)(=O)c2ccc3[nH]cc(C(=O)O)c(=O)c3c2)cc1C	-12%
COc1ccc(-c2cc(C(F)(F)F)nc(SCC(=O)N3CCC(C)CC3)n2)cc1	-4%
CC(=O)c1ccc(N2CCN(C(=O)C3CCN(S(=O)(=O)c4c(C)noc4/C=C/c4ccccc4F)CC3)CC2)cc1	-9%
O=C(CSc1nnc(-c2ccccc2)o1)c1cccc([N+](=O)[O-])c1	-2%
CN(CC(=O)Nc1ccccc1Cl)S(=O)(=O)c1ccc(C(=O)N2CCOCC2)s1	-2%
CCOc1ccccc1NC(=O)CN1Cc2ccccc2C1=O	-2%
CCOC(=O)c1ccc(N2C(=O)c3n[nH]c(C)c3C2c2ccc(OCC)cc2)cc1 (configuration not stated)	6%
CC(C)c1ccc(OC(=O)c2cc(-c3ccc4c(c3)OCCO4)on2)cc1	-19%
Cn1c(=O)[nH]c(=O)c2c1nc(CN1CCN(c3ccccc3F)CC1)n2Cc1ccc(F)cc1	-1%
O=C(CCCc1nc(-c2ccco2)no1)Nc1ccccc1[N+](=O)[O-]	7%
Cc1cc(OCC(=O)Nc2sc3c(c2C(N)=O)CCCC3)ccc1C(C)C	0%
CCOc1ccc(C(=O)Cn2c(=O)n3nc(CCn4nc(C)cc4C)nc3c3cc(OC)c(OC)cc32)cc1	-3%
Cc1ccc(-c2nnc(Nc3ccc(O)cc3)c3ccccc23)cc1S(=O)(=O)NCc1nc2ccccc2[nH]1	-4%
O=C(Nc1ccc(F)cc1)N1CCN(C(=O)c2nsc3ccccc23)CC1	-8%
COc1ccc(Cl)cc1NC(=O)c1nn(-c2ccc(C)cc2)c(=O)n(C)c1=O	-2%
Cc1oc(-c2ccc(C(=O)Nc3ccc(F)cc3)cc2)nc1COc1ccccc1	1%
COc1ccc(CNC(=O)CC2Oc3ccc(C)cc3NC2=O)cc1 (configuration not stated)	-1%
CCOc1ccccc1-c1noc(CSc2nnc(-c3ccncc3)n2-c2ccc(F)cc2)n1	-10%
COc1ccccc1/C=C/c1nc2ccccc2n1C(C)C	3.4µM*
COc1ccc(Cl)cc1N(C)C(=O)Cn1cnc2sc(C)c(S(=O)(=O)N3CCN(c4ncccn4)CC3)c2c1=O	-16%
Cc1ccc(CC(=O)NCc2nc(-c3cccc(C)c3)no2)cc1	-3%
CC(=O)N1CCCc2cc(S(=O)(=O)N3CCN(c4ccc(F)cc4)CC3)ccc21	-6%
COC(=O)c1c(C)oc2ccc(N(C(=O)c3ccncc3)S(=O)(=O)c3cc(C)c(C)cc3C)cc12	-6%
CCOc1ccc(NC(=O)C2CCN(c3nc4ccccc4[nH]3)CC2)cc1	6%
CCc1ccc(-c2nc(SCC(=O)NCC3CCCO3)c(-c3ccc(F)cc3)[nH]2)cc1 (configuration not stated)	-3%
CCc1nnc2c(NCc3ccccc3OC)nc3ccccc3n12	0%
COc1cc2c(cc1OC)C(COc1ccc3c(C)cc(=O)oc3c1)N(C(=O)Cc1ccc(F)cc1)CC2 (configuration not stated)	-2%
CCOc1ccc(NC(=O)c2cn(C3CCCCC3)c(=O)c3c2c2ccccc2n3C)cc1	0%
CCOC(=O)c1c(S(=O)(=O)N2CCC(C(=O)N3CCN(c4cccc(C)c4C)CC3)CC2)c(C)n(C)c1C	-9%
CCOC(=O)c1cccc(NC(=O)CC2C(=O)N(c3ccc(Cl)cc3)C(=O)N2C2CCCC2)c1 (configuration not stated)	-14%
CC(C)CCN1C(=O)N(c2ccccc2)C(=O)C1CC(=O)Nc1ccc(Cl)cc1 (configuration not stated)	4%
CCOc1ccc(-n2cc(C(=O)Nc3ccccc3OCC)c3cc(OC)c(OC)cc3c2=O)cc1	0%
COc1ccc(OC)c(CNC(=O)c2cc3c(Cl)nc4ccccc4c3s2)c1	-2%
Cc1cccc(C2C=C(c3ccc(C)c(C)c3)Nc3nnnn32)c1 (configuration not stated)	-13%
COc1ccc(C(=O)NCc2nnnn2-c2ccc(C)c(C)c2)cc1	-1%
Cc1cccc(NS(=O)(=O)c2ccc3c(c2)OCC(C(=O)N2CCCC2)O3)c1C (configuration not stated)	-10%
Cc1ccc(-c2n[nH]c3c2C(c2ccc(C(C)(C)C)cc2)NC3=O)cc1 (configuration not stated)	-5%

New compounds follow:
SMILES	FLuc modulator
COc1ccc(NC(=O)/C(C#N)=C/c2cc(C)n(-c3ccc(F)cc3)c2C)cc1	?
Fc1ccc(-c2csc(=Nc3cccc(C(F)(F)F)c3)n2Cc2ccc3c(c2)OCO3)cc1	-1%
Cc1ccsc1CCN1C(=O)N(c2ccccc2)C(=O)C1CC(=O)Nc1ccc(F)cc1 (configuration not stated)	3%
Cc1cccc(-c2nc(C)c(CCNC(=O)C(=O)Nc3ccccc3C#N)s2)c1	-2%
COc1cccc(CNC(=O)Cn2ncn3nc(-c4cccs4)cc3c2=O)c1OC	0%
COc1ccc(S(=O)(=O)Nc2cc(S(=O)(=O)c3ccccc3)c(O)c(C)c2C)cc1	?
CCC1CCc2nc3sc(C(=O)Nc4ccc(C)cc4C)c(N)c3cc2C1 (configuration not stated)	3%
CC(C)NC(=O)c1ccc(-n2c(-c3ccccc3)cc3c2CCCC3)cc1	-10%
CCOc1cc(C)c(C(C)C)cc1S(=O)(=O)n1ccnc1CC	-17%
COc1cc(C(=O)Nc2ccc(Cl)c(-c3nc4ncccc4o3)c2)cc(OC)c1OC	1%
CCOC(=O)N1CCc2c(sc3c2c(=O)n(-c2ccc(CC)cc2)c(=O)n3CC(=O)c2ccccc2)C1	-5%
CCOc1ccc(CNC(=O)C2CCN(C(=O)c3sccc3-n3cccc3)CC2)cc1	3%

The last 2 records of the section before open the next one:
SMILES	FLuc modulator
CCOC(=O)N1CCc2c(sc3c2c(=O)n(-c2ccc(CC)cc2)c(=O)n3CC(=O)c2ccccc2)C1	-5%
CCOc1ccc(CNC(=O)C2CCN(C(=O)c3sccc3-n3cccc3)CC2)cc1	3%
CCOCCCNC(=O)CN1C(=O)c2cccnc2Sc2ccccc21	0%
CCc1ccc2oc(C(=O)Nc3cc(C)ccc3C)cc(=O)c2c1	-2%
Cc1ccc(CN2C(=O)SC(Nc3ccc(Cl)cc3)C2=O)cc1 (configuration not stated)	-7%
Cc1cccc(NC(=O)Cn2c(=O)n(Cc3ccc(C(=O)NCc4ccc5c(c4)OCO5)cc3)c(=O)c3ccccc32)c1	-4%
CC(C)c1ccc(Nc2nc3c(S(=O)(=O)c4ccc(Br)cc4)nnn3c3ccsc23)cc1	-1%
CC(=O)Nc1cccc(-n2cc3c(c2-c2ccccc2Cl)c(=O)n(C)c(=O)n3C)c1	-1%
COc1ccc(CNC(=O)CCc2nnc3n(C)c(=O)c4sccc4n23)cc1	0%
O=S(=O)(c1cccc(C(F)(F)F)c1)N1CCC(Oc2ccc(-n3cnnn3)cc2)CC1	-2%
Cc1ccc(OCc2nc3ccccc3n2CC(C)C)cc1	?
Cc1cccc(NC(=O)c2sc3nc(N4CCOCC4)c4c(c3c2N)CC(C)(C)OC4)c1	-1%
Cc1ccc2oc(=O)c3cc(C(=O)N(Cc4ccccc4)C(C)C)sc3c2c1	5%
Cc1nc(-c2ccc(C)c(S(=O)(=O)N3CCC(C(=O)NCc4ccc(F)cc4)CC3)c2)no1	-6%
Cc1cccn2c(=O)c3cc(C(=O)NCc4ccccc4)c(=N)n(CCOCCO)c3nc12	-8%
Cc1ccc(C)c(CN2C(=O)c3ccccc3S(=O)c3ccc(C(=O)NCc4ccccc4Cl)cc32)c1 (configuration not stated)	1%
Cc1ccc(Cn2c(C)c3cnn(CC(=O)NCCc4ccc(Cl)cc4)c(=O)c3c2C)cc1	-7%
CCSc1ncc(Cl)c(C(=O)Nc2ccc(S(=O)(=O)Nc3nccc(C)n3)cc2)n1	-19%
CN(C)c1ccc(CN(CC2CCCO2)C(=O)COc2ccc(Cl)cc2)cc1 (configuration not stated)	-2%
O=S(=O)(c1ccc(Cl)cc1)c1nc(-c2ccco2)oc1SCc1ccc(F)cc1	-9%
Cc1cc(C)n2nc(SCC(=O)Nc3cc(Cl)ccc3C)nc2n1	-7%
CCc1ccc(-n2nc(C)c3c(C)cc(=O)n(CC(=O)NCc4ccc(C)cc4)c32)cc1	0%
N#Cc1ccc(-c2cccs2)nc1SCc1ccc(Br)cc1	-3%
CCC(=O)N1CCc2cc(S(=O)(=O)Nc3cc(C)ccc3OC)ccc21	2%
CCc1ccc(CSc2nc(-c3ccccc3OC)nc3c2Cc2c(CO)cnc(C)c2O3)cc1	-2%
COc1ccccc1C(=O)NCC(c1ccc(N(C)C)cc1)N1CCc2ccccc21 (configuration not stated)	3%
Clc1ccc(-c2nnn3c2nc(N2CCCCC2)c2ccccc23)cc1	-11%
Cc1ccc(C)c(N2CCN(S(=O)(=O)c3ccc(-c4cnc(C5CC5)o4)cc3)CC2)c1	-2%
COc1ccc(-n2c(SCc3ccccc3F)nc3c([nH]c4ccccc43)c2=O)cc1OC	0%
Cc1ccc(C)c(N2CCN(C(=O)NCc3noc4ccccc34)CC2)c1	-11%
COCCn1c(=N)c(C(=O)NC2CCCC2)cc2c(=O)n3cc(C)ccc3nc21	-1%
COc1cc(C(=O)NCC(c2cccnc2)N2CCc3ccccc3C2)cc(OC)c1OC (configuration not stated)	0%
Cc1ccc(C)c(Cn2c(=O)n(Cc3ccccc3)c(=O)c3sc4ccccc4c32)c1	0%
COc1ccc(-c2nc3scc(CCNS(=O)(=O)c4ccc(Oc5ccccc5)cc4)n3n2)cc1	?
COC(=O)c1cccc(NC2=NS(=O)(=O)c3ccccc32)c1	-5%
Cc1ccc(-c2nc(SCC(=O)NCC3CCCO3)c3c(=O)n(C)c(=O)n(C)c3n2)cc1 (configuration not stated)	-2%
CCCOc1ccc(CNC(=O)c2ccc(-n3c(C)cc4c3CCC(C)C4)cc2)cc1 (configuration not stated)	-7%
COc1cccc(-n2cc(C(=O)NCc3cccc(Cl)c3)c3ccccc3c2=O)c1	?

Quoted at random: two entries already listed, in no set order.
SMILES	FLuc modulator
COc1ccc(-n2c(SCc3ccccc3F)nc3c([nH]c4ccccc43)c2=O)cc1OC	0%
COc1cc(C(=O)NCC(c2cccnc2)N2CCc3ccccc3C2)cc(OC)c1OC (configuration not stated)	0%

By substructure, the compounds so far with a nitro group on carbon
SMILES	FLuc modulator
O=C(CSc1nnc(-c2ccccc2)o1)c1cccc([N+](=O)[O-])c1	-2%
O=C(CCCc1nc(-c2ccco2)no1)Nc1ccccc1[N+](=O)[O-]	7%

Carrying on.
SMILES	FLuc modulator
COc1ccc(NS(=O)(=O)c2cnc(N)nc2)cc1Cl	3%
CCCCN(C)C(=O)Cn1cnc2sc(C)c(S(=O)(=O)N3CCC(C)CC3)c2c1=O	-2%
O=C(CSc1nc2c(c(=O)[nH]1)CCCC2)Nc1ccccc1C(F)(F)F	-1%
CCCN1C(=O)c2[nH]nc(-c3ccccc3O)c2C1c1ccc(OCc2ccccc2)c(OC)c1 (configuration not stated)	-1%
CN(C)CCCNC(=O)C(=O)NCC(c1ccc2c(c1)OCO2)N1CCOCC1 (configuration not stated)	0%

Filtered by structure: the entries above with a CF3 group
SMILES	FLuc modulator
COc1ccc(-c2cc(C(F)(F)F)nc(SCC(=O)N3CCC(C)CC3)n2)cc1	-4%
Fc1ccc(-c2csc(=Nc3cccc(C(F)(F)F)c3)n2Cc2ccc3c(c2)OCO3)cc1	-1%
O=S(=O)(c1cccc(C(F)(F)F)c1)N1CCC(Oc2ccc(-n3cnnn3)cc2)CC1	-2%
O=C(CSc1nc2c(c(=O)[nH]1)CCCC2)Nc1ccccc1C(F)(F)F	-1%
